# Bioassay records from PubChem.
# GASC1 inh – inhibitors of human demethylase GASC-1 KDM4C; Q9H3R0; GST-KDM4C 2-372, H3K9me3 peptide, LANCE TR-FRET; inhibition, % at 12.5 µM; hit rate 0.15% among 96,000;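 active = mean replicate inhibition above about 25%, with at least 55% of replicates also reaching it, limit read from the data, passing the limit was not always enough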
# Target sequence (Q9H3R0 2-372 limits assumed): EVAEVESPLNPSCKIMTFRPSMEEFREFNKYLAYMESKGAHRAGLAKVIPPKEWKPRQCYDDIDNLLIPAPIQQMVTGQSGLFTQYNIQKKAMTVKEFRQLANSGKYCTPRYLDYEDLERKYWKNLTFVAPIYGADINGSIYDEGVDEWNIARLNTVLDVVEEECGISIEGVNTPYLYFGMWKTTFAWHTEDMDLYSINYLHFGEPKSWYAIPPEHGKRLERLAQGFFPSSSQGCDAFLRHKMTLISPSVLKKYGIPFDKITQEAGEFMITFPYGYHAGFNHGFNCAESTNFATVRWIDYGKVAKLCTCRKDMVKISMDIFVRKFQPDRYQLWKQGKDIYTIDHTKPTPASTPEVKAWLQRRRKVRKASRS
#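 Material: GST-tagged GASC-1 (JMJD2C) catalytic fragment, aa 2-372. Input: enzyme final amount 10 nM. Medium: HEPES buffer, pH 7.5, plus ascorbate. Reagent: H3K9me3 peptide substrate, Fe(II), 2-oxoglutarate. Doses: single dose. Times: reaction 30 min RT, detection step 1 h RT. Measured by: LANCE TR-FRET. Evaluation: Fall in 671/618 emission ratio as inhibition.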
# Tcruzi prolif – inhibitors of T. cruzi proliferation | AID 624255 | hit rate 5.9% among 77,000 | T. cruzi beta-gal in NIH3T3, GalScreen luminescence, 90 h | inhibition, % at 8.34 µM;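 active = mean inhibition above about 93%, with at least 55% of replicates each passing it, limit read from the data, passing the limit was not always enough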
# Pf Dd2 growth – P. falciparum Dd2 growth inhibition | SYBR Green, 72 h; stronger effect = lower value | activity change, % at 10 µM | hit rate 2.3% among 94,000 | AID 1159554; in the data active = activity change below about -80%
# C diff HTS – inhibitors of Clostridium difficile growth | Clostridium difficile clinical isolate growth, OD600, 24 h; stronger effect = lower value | growth activity, negative = inhibition, % at 16 µg/mL (by protocol) | hit rate 0.25% among 86,000;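 active = mean growth activity at or below -80% and every replicate also at or below -80%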;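 note: 0% = DMSO wells and -100% = levofloxacin 16 µg/mL wells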
# An asterisk follows results filed as active; . = no result given; + = active, no number; & = joins results of further samples. Random draw from the library; overall some 6.7% were active at least once.
SMILES,GASC1 inh,Tcruzi prolif,Pf Dd2 growth,C diff HTS
C[C@H](CO)N1C[C@H](C)[C@@H](CN(C)C(=O)Nc2ccc(C(F)(F)F)cc2)Oc2c(NS(=O)(=O)c3ccccc3)cccc2C1=O,-0.3,.,35,14
COc1ccc(S(=O)(=O)Nc2ccc3c(c2)CC(=O)N([C@H](C)CO)C[C@@H](C)[C@H](CN(C)C(=O)Nc2ccc(F)cc2)O3)cc1,-1.1,6,3,-19
COc1ccc(NC(=O)N(C)C[C@H]2Oc3c(NC(=O)Nc4ccc5c(c4)OCO5)cccc3C(=O)N([C@H](C)CO)C[C@@H]2C)cc1,-1.2,-1,5,1
O=C(Nc1ccccc1)Nc1ccc2c(c1)[C@@H]1C[C@@H](CC(=O)N3CCOCC3)O[C@H](CO)[C@@H]1O2,0.4,23,2,1
C[C@H]1CN([C@@H](C)CO)S(=O)(=O)c2ccc(/C=C/c3ccccc3)cc2O[C@@H]1CN(C)C(=O)CN1CCOCC1,.,48,-43,0
Cc1noc(C)c1NC(=O)Nc1ccc2c(c1)C(=O)N([C@@H](C)CO)C[C@H](C)[C@@H](CN(C)CC1CCCCC1)OCCCC[C@H](C)O2,1.6,-10,12,7
Cc1ccccc1NC(=O)Nc1ccc2c(c1)C(=O)N(C)[C@@H]1CC[C@@H](CC(=O)NCC3CC3)O[C@H]1CO2,-1.7,23,-15,3
Cc1ccc(S(=O)(=O)Nc2cccc3c2O[C@@H](CN(C)S(=O)(=O)c2cn(C)cn2)[C@@H](C)CN([C@H](C)CO)C3=O)cc1,-1.1,-1,23,-8
C[C@@H]1CN([C@@H](C)CO)C(=O)c2cccc(NC(=O)c3nc4ccccc4s3)c2O[C@H]1CN(C)C(=O)Nc1ccccc1,0.9,12,-79,-2
CC(C)NC(=O)Nc1ccc2c(c1)C(=O)N([C@H](C)CO)C[C@@H](C)[C@H](CN(C)Cc1ccc(C(F)(F)F)cc1)OCCCC[C@H](C)O2,0.2,.,.,15
COc1ccc2c3c([nH]c2c1)[C@H](CO)N(C(C)=O)CC31CCN(S(=O)(=O)c2ccccc2)CC1,-1.5,.,-66,-12
C[C@@H]1CCCCO[C@@H](CN(C)Cc2ccncc2)[C@H](C)CN([C@H](C)CO)C(=O)c2cc(N(C)C)ccc2O1,2.5,63,-13,-4

# Of the compounds above, 2 have a CF3 group.
SMILES,GASC1 inh,Tcruzi prolif,Pf Dd2 growth,C diff HTS
C[C@H](CO)N1C[C@H](C)[C@@H](CN(C)C(=O)Nc2ccc(C(F)(F)F)cc2)Oc2c(NS(=O)(=O)c3ccccc3)cccc2C1=O,-0.3,.,35,14
CC(C)NC(=O)Nc1ccc2c(c1)C(=O)N([C@H](C)CO)C[C@@H](C)[C@H](CN(C)Cc1ccc(C(F)(F)F)cc1)OCCCC[C@H](C)O2,0.2,.,.,15

# (cont.)
SMILES,GASC1 inh,Tcruzi prolif,Pf Dd2 growth,C diff HTS
CCc1cnc(N2[C@H](C#N)[C@H](c3ccc(C4=CCCC4)cc3)[C@H]2CO)s1,-0.2,85,-12,-7
C[C@H](CO)N1C[C@H](C)[C@@H](CN(C)Cc2ccc(Cl)c(Cl)c2)Oc2c(NC(=O)Nc3cccc4ccccc34)cccc2C1=O,0.0,.,-72,-23
O=C(c1ccccn1)N1CC[C@@H]2[C@@H](CO)Nc3ccc(-c4ccccc4)cc3[C@@H]21,0.4,105*,-32,-17
C[C@H]1CN([C@@H](C)CO)C(=O)Cc2cc(NC(=O)NC3CCCCC3)ccc2O[C@H]1CN(C)Cc1ccc(-c2ccccc2)cc1,-1.3,83,-4,87
CNC[C@H]1Oc2ccc(NS(=O)(=O)c3ccc(C)cc3)cc2CC(=O)N([C@@H](C)CO)C[C@H]1C,-1.7,-1,2,0
Cc1ccc(S(=O)(=O)Nc2ccc3c(c2)C(=O)N([C@H](C)CO)C[C@H](C)[C@H](CN(C)S(C)(=O)=O)O3)cc1,0.5,-11,31,0
C[C@@H]1CN([C@@H](C)CO)C(=O)c2cccc(NS(C)(=O)=O)c2O[C@H]1CN(C)Cc1ccc(Oc2ccccc2)cc1,0.1,33,-19,0
C[C@@H]1CN([C@@H](C)CO)C(=O)c2cc(NC(=O)Cc3ccccc3)ccc2O[C@@H]1CN(C)S(=O)(=O)c1ccc(F)cc1,3.5,15,0,-6
C[C@H](CO)N1C[C@H](C)[C@@H](CN(C)C(=O)Nc2ccc(C(F)(F)F)cc2)Oc2ccc(NC(=O)C3CCCCC3)cc2C1=O,1.0,-44,4,-3
COCC(=O)N1C[C@H](C)[C@@H](OC)CN(C)C(=O)c2ccc(NS(C)(=O)=O)cc2OC[C@H]1C,0.0,3,4,.
C[C@@H]1CN([C@H](C)CO)C(=O)c2cc(C#Cc3cccnc3)cnc2O[C@H]1CN(C)C(=O)CN(C)C,-1.4,.,-31,3
C[C@@H]1CCCCO[C@H](CN(C)Cc2ccncc2)[C@H](C)CN([C@@H](C)CO)C(=O)c2cc(NC(=O)c3ccccc3)ccc2O1,0.3,12,-32,-3

# An excerpt from further up:
SMILES,GASC1 inh,Tcruzi prolif,Pf Dd2 growth,C diff HTS
COCC(=O)N1C[C@H](C)[C@@H](OC)CN(C)C(=O)c2ccc(NS(C)(=O)=O)cc2OC[C@H]1C,0.0,3,4,.
C[C@@H]1CN([C@H](C)CO)C(=O)c2cc(C#Cc3cccnc3)cnc2O[C@H]1CN(C)C(=O)CN(C)C,-1.4,.,-31,3
C[C@@H]1CCCCO[C@H](CN(C)Cc2ccncc2)[C@H](C)CN([C@@H](C)CO)C(=O)c2cc(NC(=O)c3ccccc3)ccc2O1,0.3,12,-32,-3

# Remaining list, next part.
SMILES,GASC1 inh,Tcruzi prolif,Pf Dd2 growth,C diff HTS
CO[C@H]1CN(C)C(=O)c2cc(C#N)ccc2OCC[C@@H]2CC[C@@H](OC)[C@H](CN(C)C(=O)[C@@H]1C)O2,0.1,27,.,-2
COC(=O)[C@@H]1[C@@H](CO)[C@@H]2Cn3c(ccc(-c4ccccc4F)c3=O)[C@@H]2N1C(=O)CC1CC1,-0.7,-8,-9,2
O=C(Nc1ccccc1)N1CCCCN2[C@H](CO)[C@H](c3ccc(-c4ccccc4)cc3)[C@@H]2C1,-0.3,112*,-33,-7
C[C@@H]1CN([C@@H](C)CO)C(=O)Cc2cc(NC(=O)Cc3ccccc3)ccc2O[C@@H]1CN(C)C(=O)NC1CCCCC1,0.4,47,-23,12
COc1ccc(NC(=O)N(C)C[C@H]2OCCCC[C@H](C)Oc3ccc(NC(=O)CCCN(C)C)cc3C(=O)N([C@@H](C)CO)C[C@@H]2C)cc1,8.4,-22,18,-6
COc1ccc(S(=O)(=O)Nc2ccc3c(c2)C(=O)N([C@@H](C)CO)C[C@H](C)[C@H](CN(C)Cc2ccncc2)OCCCC[C@H](C)O3)cc1,3.4,67,-59,7
Fc1cccc(CN2C[C@@H]3N[C@H](C2)[C@@H]3c2ccc(-c3cccc(F)c3)cc2)c1,-4.1,.,-62,-94*
C[C@@H]1CN([C@H](C)CO)C(=O)c2cc(NC(=O)c3ccncc3)ccc2O[C@@H](C)CCCCO[C@H]1CN(C)C(=O)c1ccccc1,-2.1,35,-12,-3
COc1cccc(C#Cc2ccc([C@@H]3[C@@H](CO)N4C(=O)CN(C(=O)Cc5cccnc5)C[C@@H]34)cc2)c1,-0.7,.,-74,-6
CCc1csc(N2[C@H](CO)[C@@H](c3ccc(-c4ccc(F)cc4)cc3)[C@@H]2C#N)n1,0.5,103*,2,8
COc1ccccc1C(=O)Nc1ccc2c(c1)C(=O)N(C)C[C@@H](OC)[C@H](C)CN(C(C)=O)[C@H](C)CO2,3.2,34,-6,.
Cc1noc(C)c1NC(=O)N(C)C[C@H]1OCCCC[C@@H](C)Oc2ccc(NC(=O)Cc3ccccc3)cc2C(=O)N([C@@H](C)CO)C[C@@H]1C,2.8,3,-18,0
CCC(=O)N1C[C@H](C)[C@H](OC)CN(C)C(=O)c2cc(NC(=O)c3cnccn3)ccc2OC[C@@H]1C,0.7,-29,-29,-2
C[C@@H]1CN([C@H](C)CO)C(=O)c2cccc(NC(=O)Nc3ccc(F)cc3)c2O[C@@H]1CN(C)C(=O)NC1CCCCC1,0.0,87,-8,7
C[C@@H](O)C#Cc1ccc([C@H]2[C@@H](CO)N3CCCCN(C(=O)c4ccc5c(c4)OCO5)C[C@@H]23)cc1,0.1,32,21,-3
O=C(C[C@@H]1CC[C@H](NC(=O)c2cccnc2)[C@@H](CO)O1)NCCN1CCCCC1,1.0,.,10,-5
CCC(=O)N(C)C[C@@H]1Oc2ncc(-c3ccc(C#N)cc3)cc2C(=O)N([C@@H](C)CO)C[C@H]1C,-1.8,84,35,2
Cc1noc(C)c1NC(=O)N(C)C[C@H]1Oc2c(NC(=O)c3ccc(-c4nccs4)cc3)cccc2C(=O)N([C@@H](C)CO)C[C@H]1C,-3.7,75,-15,.
Cc1ccc(S(=O)(=O)N(C)C[C@H]2Oc3cc(C4=CCCC4)ccc3S(=O)(=O)N([C@H](C)CO)C[C@@H]2C)cc1,-2.7,.,-73,5
COc1ccc(C#Cc2ccc3c(c2)[C@@H]2[C@@H](CCN2S(=O)(=O)c2ccccc2F)[C@@H](CO)N3C)cc1,48*,26,-21,-7
C[C@@H]1CN([C@H](C)CO)C(=O)c2cc(C#CC3CCCCC3)cnc2O[C@H]1CN(C)Cc1ccncc1,1.2,17,-22,.
C[C@H]1CCCCO[C@@H](CN(C)C(=O)Nc2cccc3ccccc23)[C@@H](C)CN([C@@H](C)CO)C(=O)c2cc(NC(=O)c3ccncc3)ccc2O1,8.3,.,-70,-15
CO[C@H]1CN(C)C(=O)c2ccc(NS(C)(=O)=O)cc2OC[C@@H](C)N(Cc2nccs2)C[C@H]1C,1.0,30,2,.
C[C@@H]1CCCCO[C@@H](CN(C)S(=O)(=O)c2ccc(F)cc2)[C@@H](C)CN([C@@H](C)CO)C(=O)c2cc(NC(=O)CCC(F)(F)F)ccc2O1,0.9,23,.,7
CN1C(=O)c2cc(NC(=O)c3cccs3)ccc2OC[C@H]2O[C@H](CC(=O)NCC3CC3)CC[C@@H]21,0.4,33,-21,-3
CC(C)NC(=O)N(C)C[C@@H]1Oc2ccc(NC(=O)C3CCCCC3)cc2CC(=O)N([C@H](C)CO)C[C@@H]1C,-0.9,-19,14,-1
C[C@@H]1CCCCO[C@@H](CN(C)C)[C@@H](C)CN([C@H](C)CO)C(=O)c2cc(NC(=O)c3ccccc3)ccc2O1,-1.2,77,25,3
CNC(=O)C[C@@H]1CC[C@@H]2[C@H](COc3ccc(NC(=O)c4cc(F)cc(F)c4)cc3C(=O)N2C)O1,-0.8,-29,-7,7
CNC[C@H]1Oc2c(NS(=O)(=O)c3ccccc3)cccc2C(=O)N([C@@H](C)CO)C[C@H]1C,0.1,.,4,0
O=C(C[C@@H]1CC[C@@H](NS(=O)(=O)c2cccc(F)c2)[C@H](CO)O1)N1CCCCC1,-0.5,2,3,-2
O=C(C[C@@H]1CC[C@H]2[C@@H](COC[C@H](O)CN2C(=O)c2ccccn2)O1)NC1CCC1,-0.9,.,-2,47&11
CCCNC(=O)Nc1ccc2c(c1)C(=O)N(C)[C@H]1CC[C@@H](CC(=O)OC)O[C@H]1CO2,1.0,-1,12,1
C[C@H](CO)N1C[C@H](C)[C@H](CN(C)C(=O)CCC(F)(F)F)OCc2cnnn2CCCC1=O,.,5,8,-1
CC=Cc1ccc2n(c1=O)C[C@@H]1[C@@H](CO)[C@H](C(=O)NCCCN(C)C)[C@H]2N1C(=O)c1ccccc1F (mixture of isomers),0.2,+,.,0
CCC(=O)Nc1ccc2c(c1)OC[C@H](C)N(Cc1cccnc1)C[C@H](C)[C@H](OC)CN(C)C2=O,0.7,61,1,.
O=C(N[C@@H]1CC[C@H](CCNC(=O)C2CCCCC2)O[C@@H]1CO)c1ccncc1,2.1,49,-2,0

# Continued, overlapping the part above by 2 compounds.
SMILES,GASC1 inh,Tcruzi prolif,Pf Dd2 growth,C diff HTS
CCC(=O)Nc1ccc2c(c1)OC[C@H](C)N(Cc1cccnc1)C[C@H](C)[C@H](OC)CN(C)C2=O,0.7,61,1,.
O=C(N[C@@H]1CC[C@H](CCNC(=O)C2CCCCC2)O[C@@H]1CO)c1ccncc1,2.1,49,-2,0
C[C@@H]1CN([C@H](C)CO)C(=O)c2cc(C#CCN(C)C)cnc2O[C@@H]1CN(C)C(=O)c1cccc(F)c1,1.5,-10,29,2
O=S(=O)(N[C@H]1CC[C@@H](CCn2cc(-c3ccccc3F)nn2)O[C@@H]1CO)c1ccc(F)cc1,0.2,.,-11,-6
COc1ccc(S(=O)(=O)Nc2ccc3c(c2)C(=O)N([C@@H](C)CO)C[C@@H](C)[C@@H](CN(C)S(=O)(=O)c2cccs2)OCCCC[C@@H](C)O3)cc1,-1.4,85,-62,-23
Cc1noc(C)c1NC(=O)Nc1ccc2c(c1)C(=O)N([C@@H](C)CO)C[C@H](C)[C@H](CN(C)S(=O)(=O)c1ccc(F)cc1)OCCCC[C@H](C)O2,5.1,-6,-67,-8
CO[C@H]1CN(C)C(=O)c2ccc(NC(=O)c3ccc(F)cc3)cc2OC[C@H](C)NC[C@H]1C,-0.5,-79,-3,.
